# From PubChem
# CHRM5 agonist: CHRM5 agonism in calcium assay | P08912 | CHO-K1 hM5 cells, Fluo-8 calcium fluorescence; 0% DMSO wells, 100% maximal acetylcholine response | activation, % at 3 µM | 360,000 compounds, 0.19% hits | AID 624037;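 active means activation above the run's mean over test compounds plus 3 SD, cut at about 23% in these data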;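 further: signal is peak over basal fluorescence ratio across the kinetic read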
# Target sequence (P08912 whole entry, looked up): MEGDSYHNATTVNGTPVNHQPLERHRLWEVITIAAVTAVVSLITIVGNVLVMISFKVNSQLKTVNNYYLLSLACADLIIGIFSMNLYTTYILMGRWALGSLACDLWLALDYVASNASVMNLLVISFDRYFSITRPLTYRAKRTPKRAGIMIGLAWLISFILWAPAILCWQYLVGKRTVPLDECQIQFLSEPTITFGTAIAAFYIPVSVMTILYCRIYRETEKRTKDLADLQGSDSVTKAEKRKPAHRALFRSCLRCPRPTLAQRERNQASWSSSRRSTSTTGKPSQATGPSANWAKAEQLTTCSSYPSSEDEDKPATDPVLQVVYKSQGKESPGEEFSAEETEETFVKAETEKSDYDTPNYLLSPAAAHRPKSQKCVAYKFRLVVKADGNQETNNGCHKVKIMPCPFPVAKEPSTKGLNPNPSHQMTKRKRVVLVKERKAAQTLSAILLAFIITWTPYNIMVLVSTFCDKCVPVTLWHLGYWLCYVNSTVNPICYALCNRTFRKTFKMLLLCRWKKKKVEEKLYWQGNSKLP
# CHRM1 agonist: activates human CHRM1 receptor. P11229. CHO-K1 hM1, Fluo-8 calcium fluorescence, agonist mode; 0% DMSO, 100% acetylcholine EC100. activation, % at 3 µM. 360,000 compounds, 0.33% hits;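 active means activation above the run's mean compound activation plus 3 SD, cut at about 16% in these data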;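 further: peak over basal fluorescence ratio within a 140 s kinetic read after compound addition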
# Target sequence (P11229 whole entry, looked up): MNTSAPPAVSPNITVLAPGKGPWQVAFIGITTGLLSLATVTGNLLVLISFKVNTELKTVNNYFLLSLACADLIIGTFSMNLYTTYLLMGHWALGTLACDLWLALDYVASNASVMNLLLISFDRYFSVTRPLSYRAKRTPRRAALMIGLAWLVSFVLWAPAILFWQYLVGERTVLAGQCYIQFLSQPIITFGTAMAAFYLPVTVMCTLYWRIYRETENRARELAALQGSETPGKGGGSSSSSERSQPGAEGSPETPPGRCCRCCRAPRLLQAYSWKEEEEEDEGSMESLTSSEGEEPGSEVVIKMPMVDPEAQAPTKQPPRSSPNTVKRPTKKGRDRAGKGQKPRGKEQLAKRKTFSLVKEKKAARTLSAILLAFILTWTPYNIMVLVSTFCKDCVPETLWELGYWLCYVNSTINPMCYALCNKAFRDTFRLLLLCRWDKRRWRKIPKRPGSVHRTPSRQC
# CHRM1 antagonist: blocks human M1 muscarinic receptor | 360,000 compounds, 1.3% hits | CHO-K1 hM1, Fluo-8 calcium fluorescence, ACh EC80 antagonist | P11229 | inhibition, % at 3 µM;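 active means percent inhibition above its own plate's cutoff, namely the mean of that plate's compound wells plus 3 SD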;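 further: peak over basal fluorescence ratio during 140 s after agonist addition; 0% = ACh EC80 plus DMSO and 100% = DMSO alone without agonist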
# CHRM4 agonist: agonists of human muscarinic M4 receptor (CHRM4); 360,000 compounds, 0.14% hits; P08173; activation, % at 3 µM; CHO-K1 hM4/Gqi5, Fluo-8 calcium fluorescence; vehicle 0%, full acetylcholine response 100%;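 active means activation above the run mean over all test wells plus 3 SD, cut at about 32% in these data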;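 further: peak over basal fluorescence ratio per well then scaled between controls; 0% = DMSO wells and 100% = acetylcholine at EC100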
# CHRM1 PAM: human CHRM1 positive allosteric modulation. P11229. CHO-K1 hM1, Fluo-8 calcium fluorescence, ACh EC20; 0% = ACh EC20, 100% = maximal ACh. activation, % at 3 µM. 360,000 compounds, 0.088% hits; in the data active means activation above about 19%, passing the limit was not always enough
# CHRM5 PAM: positive allosteric modulators of human muscarinic M5 receptor; P08912; CHO-K1 hM5, Fluo-8 calcium, ACh EC20 PAM; 0% = ACh EC20, 100% = ACh EC100; activation, % at 3 µM; 360,000 compounds, 0.3% hits; AID 624038;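 active means activation above the run cutoff, the mean activation of all test compounds plus 3 SD, cut at about 18% in these data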
#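 Test system: CHO-K1 hM5 cells / Doses: single-point, 3 µM nominal / Times: Post-acetylcholine fluorescence recording 140 s / Technique: Fluo-8 calcium fluorescence / Measure: Max/basal fluorescence ratio as % of EC20–EC100 ACh window / Benchmarks: low control EC20 acetylcholine (0%), high control EC100 acetylcholine (100%) / Replicates: one well per compound, no replicates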
# TAAR1 agonist: human TAAR1 agonism. activation, % at 3 µM. CHO RD-HGA16 TAAR1, Fluo-8 calcium fluorescence; vehicle wells 0%, saturating PEA agonist 100%. 360,000 compounds, 0.99% hits. AID 624467;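 active means activation above the mean activation of all test compounds in the run plus 3 SD, cut at about 38% in these data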
#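 Test system: RD-HGA16 (CHO) cells co-expressing Gα16 and hTAAR1; dosing: one-point dosing at 3 µM (nominal); timing: 17-24 h seeding, 75 min 37 °C dye, 30 min RT; signal: kinetic Fluo-8 calcium fluorescence; read-out basis: % activation relative to PEA EC100 response; controls: DMSO and PEA EC100; replicates: n 1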
# M4 antag: antagonists of human muscarinic M4 receptor (CHRM4); CHO-hM4 cells, ACh EC80, Fluo-8 calcium fluorescence; AID 624125; 360,000 compounds, 0.73% hits; inhibition, % at 3 µM; P08173;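 active means inhibition above its plate's cutoff, the mean inhibition of sample wells plus 3 SD, cut at about 27% in these data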;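 further: 0% = acetylcholine EC80 with DMSO and 100% = DMSO without agonist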
# CHRM5 antagonist: CHRM5 antagonism in calcium assay | inhibition, % at 3 µM | P08912 | CHO-hM5 cells, Fluo-8 calcium fluorescence, ACh EC80 | 360,000 compounds, 0.59% hits;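 active means inhibition above a per-plate cutoff, the mean of that plate's test compounds plus 3 SD, cut at about 27% in these data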;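 further: 0% = acetylcholine EC80 with DMSO and 100% = DMSO without agonist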
# * = called active by the depositor; / = no result given. The list is partial (hit frequency here may not be typical).
No.	structure	CHRM5 agonist	CHRM1 agonist	CHRM1 antagonist	CHRM4 agonist	CHRM1 PAM
1	COc1ccc(C(C)NCCC(c2ccc(OC(C)C)cc2)c2ccccc2OC)cc1 (centres undefined)	1.3	-4.4	-4.3	12.5	2.9
2	Cc1cc(/C=N/NC(N)=O)c(C)c(CO)c1	2.0	-3.6	3.2	-0.6	-0.8
3	CC1CC(C)(C)CC2(C1)NC(=O)N(CC(=O)Nc1c(F)cccc1F)C2=O (centres undefined)	2.6	-0.3	-5.5	3.0	7.8
4	O=C1N(Cc2ccccc2)CC2(Br)COCOC12O (centres undefined)	3.7	-0.7	-3.4	0.6	1.8
5	O=C(CCCOc1ccccc1)OCn1nnc2ccccc2c1=O	-5.5	-4.2	-18.2	3.1	8.3
6	CS(=O)(=O)N(CCc1ccccc1)CC(=O)NCc1ccncc1	2.4	-3.9	-8.8	0.6	6.7
7	O=[N+]([O-])c1cc(S(=O)(=O)Nc2ccccc2)ccc1Nc1ccccc1	4.6	2.9	0.1	7.7	-2.2
8	O=C(O)C1CCCC2CN3CCc4c([nH]c5ccccc45)C3C(O)C21 (centres undefined)	1.4	-1.9	-23.2	0.1	16.1
9	C=CCNC(=O)c1sc(=S)n(-c2ccc(C(=O)OCC)cc2)c1N	0.9	-5.2	-1.6	1.6	8.6
10	Cc1ccc(S(=O)(=O)N2C[C@@H](C)[C@]3(C2)[C@H](O)[C@H](OC(=O)NCc2ccccc2F)C[C@H]2C(=O)N(c4ccccc4)C(=O)[C@H]23)cc1	0.8	-4.9	4.5	7.9	-5.6
11	CCOc1ccccc1C(=O)NC1CCN(Cc2nnnn2C2CCCC2)CC1	3.3	-3.1	-9.8	1.3	2.7
12	C#CCNC(=O)C[C@@H]1C[C@@]2(C(=O)OCC)CCC=C2N(CCC2=CCCCC2)C1=O	1.9	/	/	0.9	/
13	Cc1ccc(/C=C(\NC(=O)c2ccccc2)C(=O)N2CCCCC2)cc1	1.5	-3.5	-9.4	2.1	4.5
14	CN(CCCCOc1ccc(F)cc1)Cc1ccccc1	-15.8	-7.3	11.9	1.3	-12.2
15	COc1ccc(S(=O)(=O)CCC(=O)NCCc2ccc(C)cc2)cc1	2.3	-2.0	2.4	0.7	2.9

No.	CHRM5 PAM	TAAR1 agonist	M4 antag	CHRM5 antagonist
1	-0.4	44.4*	-7.6	14.6
2	-3.1	/	-11.0	-4.0
3	-2.1	2.4	-6.0	16.1
4	3.5	0.7	0.4	12.4
5	10.7	16.5	-1.0	-1.7
6	1.9	0.6	15.5	-0.7
7	-15.3	-0.4	-11.2	15.5
8	-2.9	2.0	0.5	1.4
9	2.0	10.6	5.8	0.4
10	-2.1	6.3	-0.5	7.6
11	-4.4	12.4	-5.5	7.1
12	-4.9	3.6	-1.3	3.4
13	-0.8	0.4	0.0	2.5
14	-5.9	15.8	1.4	10.3
15	1.1	-1.2	4.4	5.5

# Other records.
No.	structure	CHRM5 agonist	CHRM1 agonist	CHRM1 antagonist	CHRM4 agonist	CHRM1 PAM
16	CCN(CC)c1ncnc2c1nnn2C	3.8	-1.5	0.6	1.6	1.3
17	COc1ccc(S(=O)(=O)N2CCOCC2)cc1NC(=O)/C=C/c1ccccc1	-4.8	-3.8	-6.0	1.8	5.5
18	Cn1cc(C(=O)NCc2cccs2)c(=O)c2cc(S(=O)(=O)N3CCCC3)ccc21	1.1	-6.0	-3.3	0.1	3.5
19	Cc1ccccc1-c1nnc(-c2ccc(Cl)cc2)o1	-0.6	-4.2	-12.8	-0.1	8.3
20	CC(C)Oc1ccc(C(=O)NC(=S)Nc2ccc(CN3CCOCC3)cc2)cc1	-6.0	-10.3	-2.5	2.5	1.9
21	Cc1[nH]c(=O)[nH]c(=O)c1Cc1cccc2ccccc12	-2.9	-4.6	-5.1	1.8	9.9
22	Cc1ccc(S(=O)(=O)NCC(=O)N(CC(=O)NC(C)(C)C)Cc2cccs2)cc1	-1.4	-5.6	1.8	1.0	0.4
23	CCOc1ccccc1NC(=O)c1ccccc1N(C)S(C)(=O)=O	-4.2	-3.5	-23.8	0.9	4.3
24	CCn1c(=O)c(NC(=O)c2ccccc2)c2n(c1=S)CCCCC2	-0.6	-3.9	0.4	0.3	1.0
25	CC(C)(C)c1cc(CCC(=O)NCc2ccncc2)cc(C(C)(C)C)c1O	-2.8	-3.3	2.7	-0.2	-0.4
26	Cc1occc1C(=O)NCc1nc(-c2ccc(Cl)cc2)no1	0.2	-2.4	1.1	3.9	6.5
27	CC1CN(c2nc3c(c(=O)n(Cc4ccc(Cl)cc4)c(=O)n3C)n2C)CC(C)O1 (centres undefined)	3.2	-4.7	-0.5	1.1	5.5
28	Cc1cccc(CC(=O)NCC2CCCCC2)c1	-3.0	-2.0	-14.1	0.0	13.2
29	O=C(Nc1sc(-c2ccccc2)cc1C(=O)O)c1ccccc1	-6.2	-3.2	13.0	0.9	-0.7
30	CCOC(=O)C1(Cc2cccc(OC)c2)CCN(Cc2cnc(SC)nc2)CC1	-5.0	-11.7	-0.2	2.8	-1.7

No.	CHRM5 PAM	TAAR1 agonist	M4 antag	CHRM5 antagonist
16	0.6	0.3	0.4	8.8
17	-3.6	-0.8	3.5	4.5
18	-1.7	4.0	3.9	2.8
19	-1.1	-1.9	-8.0	-3.0
20	-5.7	3.9	-1.3	7.5
21	-2.8	-1.7	2.8	-9.2
22	4.1	20.8	20.6	-7.2
23	0.1	2.8	-4.8	-13.7
24	1.0	5.8	2.9	-3.6
25	-1.7	/	3.8	-5.3
26	-0.4	-4.4	-4.1	9.9
27	4.4	8.4	21.3	-6.7
28	3.3	/	7.0	5.2
29	-0.1	-1.7	0.0	5.0
30	3.6	6.1	-7.0	-1.8

# Whole records as entered above.
# Shown for O=C(CCCOc1ccccc1)OCn1nnc2ccccc2c1=O : CHRM5 agonist: -5.5; CHRM1 agonist: -4.2; CHRM1 antagonist: -18.2; CHRM4 agonist: 3.1; CHRM1 PAM: 8.3; CHRM5 PAM: 10.7; TAAR1 agonist: 16.5; M4 antag: -1.0; CHRM5 antagonist: -1.7
# Shown for O=C(O)C1CCCC2CN3CCc4c([nH]c5ccccc45)C3C(O)C21 (centres undefined) : CHRM5 agonist: 1.4; CHRM1 agonist: -1.9; CHRM1 antagonist: -23.2; CHRM4 agonist: 0.1; CHRM1 PAM: 16.1; CHRM5 PAM: -2.9; TAAR1 agonist: 2.0; M4 antag: 0.5; CHRM5 antagonist: 1.4

# Next section.
No.	structure	CHRM5 agonist	CHRM1 agonist	CHRM1 antagonist	CHRM4 agonist	CHRM1 PAM
31	CCc1ccccc1N1CC(C(=O)Nc2nccs2)CC1=O (centres undefined)	0.5	0.0	-14.9	0.9	14.8
32	CC(C)n1c(C(F)(F)F)nc2cc(C(=O)N3CCCCC3)ccc21	1.4	-0.7	1.0	1.4	8.7
33	CSCCC(NC(=O)c1ccccc1)C(=O)Nc1ccc(C)cc1 (centres undefined)	-1.5	-6.4	0.1	1.0	7.6
34	COc1ccccc1-c1csc(C(C)(NC(C)=O)c2ccccc2)n1 (centres undefined)	-3.0	-7.1	-12.6	-1.1	4.5
35	CC1(C)CCC(=O)N(c2ccc(OC(F)(F)F)cc2)C1=O	-0.8	-2.4	-7.1	1.6	8.9
36	CC(CN1CCCCC1)OC(=O)c1ccc2c(c1)OCO2 (centres undefined)	-6.1	-5.5	17.3	1.5	-7.4
37	O=[N+]([O-])c1ncccc1OCc1ccc(-c2ccccc2)cc1	-6.7	-9.9	1.6	0.3	-4.6
38	COc1ccc(-c2ccc(CN3C(C(C)C)C(=O)N(Cc4cn(CC5CCCCC5)nn4)CCS3(=O)=O)cc2)cc1 (centres undefined)	1.3	-3.3	4.9	2.4	-3.0
39	CCCCCCCCC(=O)NC(NC(=S)N1CCOCC1)C(Cl)(Cl)Cl (centres undefined)	1.0	-1.2	20.3	4.8	-10.8
40	O=C(O)c1ccccn1	0.5	-2.4	-22.8	1.0	0.8
41	Cc1cc(C)nc(NC(=O)c2cccc(Br)c2)n1	-3.0	-0.2	-18.3	0.6	13.5
42	COC(=O)[C@]1(C)N[C@H](CN(C)C(=O)c2ccc(F)cc2)[C@@H]2C(=O)N(Cc3ccccc3)C(=O)[C@@H]21	1.0	-2.8	-10.2	1.0	6.9
43	Cc1ccc(C)c(N2CCN(C(=O)CCCOc3cc(=O)n(C)c4ccccc34)CC2)c1	1.2	2.1	37.0*	21.7	-13.2
44	Cc1nc2ccccn2c1C(=O)CSc1ccccc1Cl	10.8	2.5	-10.9	15.9	6.2
45	CC(C)(C)C(=O)NC1CC2CCCC(C1)N2C(=O)Nc1ccc(Cl)cc1 (centres undefined)	-14.0	-7.9	-6.3	0.9	2.3
46	CC(C)(C)c1csc(N/N=C/c2cccnc2)n1	-4.3	-6.6	1.3	0.8	2.0
47	O=C(Nc1cccc(-c2nc3ccccc3[nH]2)c1)c1ccc(C(=O)Nc2cccc(-c3nc4ccccc4[nH]3)c2)cc1	-2.3	-3.1	-8.2	1.1	8.9
48	CC(C)C(=O)NC(=S)Nc1ccccn1	-6.4	-4.0	-8.5	0.0	7.3

No.	CHRM5 PAM	TAAR1 agonist	M4 antag	CHRM5 antagonist
31	-2.1	0.6	3.8	6.1
32	-0.1	3.5	30.0*	10.6
33	-0.9	5.5	4.3	-10.6
34	-1.6	0.8	-0.4	-0.5
35	-1.2	-0.7	2.9	10.2
36	3.8	4.1	8.9	0.0
37	-8.1	4.2	16.9	22.5
38	-2.0	1.1	-6.3	-3.3
39	-8.1	16.8	-2.0	13.4
40	-0.8	3.1	-4.9	1.8
41	2.5	-0.9	1.1	11.7
42	2.4	1.0	-13.5	-3.2
43	-18.7	25.4	10.1	18.4
44	-15.8	21.0	13.3	10.0
45	-3.9	1.5	-6.7	17.6
46	1.0	0.5	1.2	7.7
47	1.7	5.0	-8.2	7.3
48	-13.4	4.5	-7.1	-4.0

# Three entries from above, reformatted:
# Under each structure: CHRM5 agonist, CHRM1 agonist, CHRM1 antagonist, CHRM4 agonist, CHRM1 PAM, CHRM5 PAM, TAAR1 agonist, M4 antag, CHRM5 antagonist
(44) Cc1nc2ccccn2c1C(=O)CSc1ccccc1Cl
→ 10.8, 2.5, -10.9, 15.9, 6.2, -15.8, 21.0, 13.3, 10.0
(45) CC(C)(C)C(=O)NC1CC2CCCC(C1)N2C(=O)Nc1ccc(Cl)cc1 (centres undefined)
→ -14.0, -7.9, -6.3, 0.9, 2.3, -3.9, 1.5, -6.7, 17.6
(46) CC(C)(C)c1csc(N/N=C/c2cccnc2)n1
→ -4.3, -6.6, 1.3, 0.8, 2.0, 1.0, 0.5, 1.2, 7.7
